Screening data as filed in PubChem BioAssay.
S3 lipid droplet = qHTS Assay for Lipid Storage Modulators in Drosophila S3 Cells | Drosophila S3 cells, BODIPY lipid droplet fluorescence, 18-24 h; cells fed with added oleic acid | lipid storage change, negative = inhibition, % at the top dose, mostly 46.1 µM; hits show Potency in µM | hit rate 0.64% among 320,000; active means well fitted inhibition curve with a large enough effect in the signal ratio, with a control signal flat, not every such curve was filed as active; inconclusive means small, poorly fitted or top-dose-only effect, or effect the other way, or a change in a side signal; the % refers to the signal ratio
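Laser-scanning cytometry quantifies lipid droplet accumulation (500–530 nm total intensity; droplet/cell object ratio) in oleic acid-fed (400 uM added) Drosophila S3 cells treated with a concentration series. 20 uM Triacsin C defined 100% inhibition.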
S3 lipid droplet cell count max = also measured in S3 lipid droplet; calls as there; cell number change, %; measured here: cell count max response;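 cells counted by Cell Tracker Red CMTPX staining in the red channel; peak over a dose series mostly up to 46.1 µM; percent activity relative to internal control wells on each plate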
* hit, by the source's call; i = inactive; ? = inconclusive; / = not tested or not shown; [ ] = dose if it differs, or a comment. On the % scale 0 is the no-effect control and ±100 the full control effect; potency means the concentration at half of the fitted maximal effect.

item	S3 lipid droplet	S3 lipid droplet cell count max	Structure
1	13%	4	COC(=O)C1=C(C)N(Cc2ccccc2)C(=NCc2ccc(OC)cc2)N[C@H]1c1ccc(Br)cc1
2	i	-15	CC(C)c1ccc(S(=O)(=O)N2CCN(C(=O)CN3C(=O)NC4(CCCC4)C3=O)CC2)cc1
3	?	/	CCCCCC(=O)Nc1cccc(C2=NOC3(C2)C[C@@H](C(N)=O)N(C(=O)c2ccc(OC)cc2)C3)c1 (stereo not given in full)
4	22%	/	COc1ccc(Cn2c(C)c(C)c(C#N)c2NC(=O)Nc2ccc(F)cc2)cc1
5	?	/	O=C1C=CC(=O)N1
6	?	/	COc1ccc(-c2cc(C(=O)OCc3ccccn3)c3ccccc3n2)cc1
7	14%	-4	COc1cc(C(=O)c2ccccc2)c([N+](=O)[O-])cc1OC
8	1%	-2	COc1cc(/C=c2\sc3nc(=O)c(-c4ccccc4)nn3c2=O)ccc1OCCC(C)C
9	?	/	Cn1c(N)c(C(=O)COC(=O)C2CCCCC2)c(=O)n(C)c1=O
10	?	/	COC(=O)c1c(NC(=O)CC2SCC(C(=O)OC)NC2=O)sc2c1CCCC2 (stereo not given)
11	?	/	Cc1cccc(C)c1NC(=O)CN(C)C(=O)c1ccc(-n2cncn2)c([N+](=O)[O-])c1
12	?	/	CCOc1cccc(-c2nnc3sc(C4CCCCC4)nn23)c1
13	7%	7	O=c1[nH]c(SCc2ccc(Cl)cc2)nc2ccccc12
14	8%	-7	C/C(=C1/SC(N2CCOCC2)=NC1=O)c1ccc(Cl)cc1
15	?	/	CC1CCCN(C(=O)C2CCN(c3ncnc4c3nc3n4CCCCC3)CC2)C1 (stereo not given)

Record cards, from the list above.
Record of `CCOc1cccc(-c2nnc3sc(C4CCCCC4)nn23)c1` = S3 lipid droplet: ?; S3 lipid droplet cell count max: /
Record of `COc1cc(C(=O)c2ccccc2)c([N+](=O)[O-])cc1OC` = S3 lipid droplet: 14%; S3 lipid droplet cell count max: -4

Later entries.
item	S3 lipid droplet	S3 lipid droplet cell count max	Structure
16	?	/	O=C(NC1CCCC1)C(c1ccccc1)N(C(=O)c1csnn1)c1ccccc1F (stereo not given)
17	13%[9.22 µM]	/	CCOc1ccc(N(CC)S(=O)(=O)c2ccc3c(c2)n(C)c(=O)c(=O)n3C)cc1
18	?	/	CCCCC(=O)Oc1c(S(=O)(=O)c2ccc(C)cc2)c(C)nn1C(C)(C)C
19	?	/	N/C(=N\OC(=O)CCn1cccc(C(F)(F)F)c1=O)c1ccc(Cl)cc1
20	-1%	/	O=C1CCC(C(=O)OCc2nnc(-c3ccc(Cl)cc3)o2)=NN1
21	?	/	CCOc1ccccc1NC(=O)CSc1nc2ccccc2nc1N1CCCC1
22	13%	-10	O=C(CN1CCN(C(c2ccccc2)c2ccccc2)CC1)N1CCN(c2ccccc2)CC1
23	?	/	Cc1nc(N2CCOCC2)c2c(C)c(C(=O)Nc3ccc(C(F)(F)F)cc3)sc2n1
24	?	/	COc1ccc(OC)c(NC(=O)c2ccc(Cl)cc2)c1
25	?	/	Cc1ccc(C)c(C(=O)COC(=O)Cn2[nH]c(=O)c3ccccc3c2=O)c1
26	?	/	O=[N+]([O-])c1ccc(-[n+]2nc(-c3ccccc3)nn2-c2ccccc2)cc1
27	-1%	-16	NC(=S)NC(=O)c1ccccc1
28	?	/	Nc1cc(N)nc(SCC(=O)Nc2ccc(Br)cc2Cl)n1
29	i	/	COc1c(Cl)cc(-c2noc(C)c2C(=O)NCc2ccc3c(c2)OCO3)cc1Cl
30	-15%	-8	Cn1cc(/C=N/n2cnc3scc(-c4ccc(Cl)cc4)c3c2=O)c2ccccc21

Quoted from the entries so far, three compounds:
item	S3 lipid droplet	S3 lipid droplet cell count max	Structure
28	?	/	Nc1cc(N)nc(SCC(=O)Nc2ccc(Br)cc2Cl)n1
29	i	/	COc1c(Cl)cc(-c2noc(C)c2C(=O)NCc2ccc3c(c2)OCO3)cc1Cl
30	-15%	-8	Cn1cc(/C=N/n2cnc3scc(-c4ccc(Cl)cc4)c3c2=O)c2ccccc21

The listing continues:
item	S3 lipid droplet	S3 lipid droplet cell count max	Structure
31	?	/	Cc1cc(=O)[nH]c(SC(C)C(=O)Nc2cccc3ccccc23)n1 (stereo not given)
32	?	/	Cn1nnnc1SCC(=O)Nc1ccccc1Cl
33	?	/	C=CCc1cc(C)ccc1OCCOCCn1ccnc1
34	26%	9	O=c1nc(Nc2ccc(Br)cc2)sc2ccc([N+](=O)[O-])cc12
35	-1%	5	O=C(CCCc1nc2ccccc2s1)NCc1ccccc1
36	i	/	CCOC(=O)c1sc2nc(C)nc(SCC(N)=O)c2c1C
37	?	/	Cc1cc2nc(SCCOC(=O)Nc3ccccc3)nc(C)c2cc1C
38	1%	6	CC1(C(=O)NC2CCCCCCC2)CC1(Cl)Cl (stereo not given)
39	-11%	-6	CCN(CC)C(=O)c1cc2c(=O)n3ccccc3nc2s1
40	?	/	CC1(C(=O)O)CCC(C(=O)Nc2ccccc2)C1(C)C (stereo not given)
41	?	/	CN(C)/C=N/c1nc2nccc(-c3cccs3)n2n1
42	?	/	CC(=O)c1ccc(S(=O)(=O)NCCC(=O)NC(C)c2ccncc2)cc1 (stereo not given)
43	i	25	O=C(O)c1cc(NN=C2c3ccccc3-c3ccccc32)ccc1Cl
44	?	/	O=C(OCC#CCSc1nnc(-c2cccc3ccccc23)o1)c1cnc[nH]1
45	9%	18	CCN(CC)CCCNC(=O)c1cc(Nc2ccc(OC)cc2OC)nc2ccccc12

5 entries already listed, sorted by formula weight, low to high:
item	S3 lipid droplet	S3 lipid droplet cell count max	Structure
24	?	/	COc1ccc(OC)c(NC(=O)c2ccc(Cl)cc2)c1
35	-1%	5	O=C(CCCc1nc2ccccc2s1)NCc1ccccc1
12	?	/	CCOc1cccc(-c2nnc3sc(C4CCCCC4)nn23)c1
25	?	/	Cc1ccc(C)c(C(=O)COC(=O)Cn2[nH]c(=O)c3ccccc3c2=O)c1
1	13%	4	COC(=O)C1=C(C)N(Cc2ccccc2)C(=NCc2ccc(OC)cc2)N[C@H]1c1ccc(Br)cc1

Remaining list, next part.
item	S3 lipid droplet	S3 lipid droplet cell count max	Structure
46	5%	-4	Cc1cccc(N2CCN(C(=O)C(Cc3ccccc3)NC(N)=O)CC2)c1C (stereo not given)
47	i	-5	Cc1cccc(-c2nc3c(c(SCC(=O)N4CCCC4)n2)COC(C)(C)C3)c1
48	?	/	Cc1ccc(S(=O)(=O)N2CCN(C(=O)c3cccc(F)c3)CC2)cc1
49	?	/	O=S(=O)(NCCN1CCOCC1)c1cccs1
50	?	/	COc1cccc(/C=N/NC(=O)CSc2ccccc2C)c1OC
51	-26%	-18	COc1ccc(NC(=O)COc2cccc(C(F)(F)F)c2)cn1
52	24%	-3	O=C(Cn1nc(-c2ccccc2)ccc1=O)Nc1ccc(NC(=O)c2ccccn2)cc1
53	?	/	CCN(CC(=O)Nc1ccccc1C(F)(F)F)C(=O)CN1C(=O)NC(C)(c2ccccc2)C1=O (stereo not given)
54	?	/	COc1ccc(C(=O)n2c(C)c(CCO)c(=O)n2C)cc1
55	?	/	COc1cccc(NC(=O)CN2CCc3ccccc3C2)c1
56	?	/	C=CCN1c2ccccc2[C@]23C[C@@H](C(=O)OC)N(C(=O)C4CCC4)C2=NC(C(=O)OC)=C(C(=O)OC)[C@H]13
57	?	/	Cn1nnnc1SCC(=O)N1c2ccccc2Sc2ccc(Cl)cc21
58	?	/	O=C(N1CCOCC1)N1CCN(c2ccc(F)cc2)CC1
59	?	/	CC(NCC(=O)NCCc1ccc(S(N)(=O)=O)cc1)c1ccc(F)cc1 (stereo not given)
60	?	/	O=C1C2C3C=CC(C3)C2C(=O)N1c1cccc2cccnc12 (stereo not given)
61	?	/	CCOC(=O)c1c(/N=C/C2=C(O)CCCC2=O)sc(C)c1C
62	0%	-1	Cc1ccc2nc(SCC(=O)Nc3cc([N+](=O)[O-])ccc3F)[nH]c2c1
63	?	/	CCOC1=C/C(=C/c2c(N)n3nc(-c4ccccc4)sc3nc2=O)C=CC1=O
64	2%	-29	CNc1nc(-c2ccc3c(c2)CCN3C(=O)c2ccccc2C)cs1
65	?	/	COc1cc2c(cc1OC)-c1cc3ccc(OC)c(OC)c3c[n+]1CC2
66	?	/	CCc1ccc(OCc2ccc(C(=O)O)o2)cc1
67	?	/	Cc1ccc(-c2cc(Cc3ccccc3)c(=O)[nH]n2)cc1
68	?	/	COc1cccc(OCc2cc(/C=N/Nc3ccc(C(=O)O)cc3)ccc2OC)c1
69	-4%	-10	CCC(C)(C)NC(=O)CN(C(=O)c1csnn1)c1cccc2c1CCCC2
70	?	/	O=C(COC(=O)c1ccc(O)cc1)Nc1ccccc1-c1ccccc1
71	?	/	CCC1Oc2ccccc2C(=O)N(CC(=O)c2ccc3c(c2)OCCO3)C1=O (stereo not given)
72	15%	13	CCCCOC(=O)c1ccc(NC(=O)C(=O)NCc2ccccn2)cc1
73	?	/	O=C(/C(C=Nc1cc2c(oc1=O)CCCC2=O)=C(\O)c1ccccc1)c1ccccc1
74	?	/	CC(=O)Nc1cccc(NC(=O)CCn2cnc3cc(C)c(C)cc32)c1
75	6%	-1	COc1ccccc1/C=C(\NC(=O)c1ccc(OC)c(OC)c1)C(=O)Nc1cccc([N+](=O)[O-])c1
76	?	/	O=C(NC12CC3CC(CC(C3)C1)C2)C1CCCN1C(=O)NC1CCCCC1 (stereo not given)
77	?	/	CCOC(=O)N1CCN(C(=O)CSC2=NS(=O)(=O)c3cc(F)ccc3N2)CC1
78	i	/	N#Cc1c(-c2ccccc2)nc(SCc2ccc(Cl)cc2)[nH]c1=O
79	?	/	Cc1ccc(-n2c(-c3ccncc3)nnc2-c2ccco2)cc1
80	?	/	Cc1ccc([N+](=O)[O-])cc1N(CC(=O)Nc1ccc(S(=O)(=O)Nc2cccc(C(F)(F)F)c2)cc1)S(C)(=O)=O
81	?	/	Cc1[nH]c2ccccc2c1C(=O)COC(=O)Cn1c(C)nc2ccccc21
82	2%	-3	Cc1cc2ccccn2c1C(=S)NC(=O)c1ccccc1
83	-1%	5	CCCCP(=O)(CCCC)CCP(=O)(c1ccccc1)c1ccccc1
84	-1%	-15	O=C(NN=C1CCC(=NNC(=O)c2cccnc2)CC1)c1cccnc1
85	-1%	-12	CCN(CC)CCNC(=O)CS(=O)Cc1nc(-c2ccc(C)cc2)oc1C (stereo not given)
86	?	/	Cc1cccc(C(=O)Nc2cccc(C(=O)N3CCOCC3)c2)c1
87	?	/	CC1CCc2nc(NC(=O)CN3CCN(c4ccc(F)cc4)CC3)sc2C1 (stereo not given)
88	3%	13	CCOC(=O)C1=CC[C@@H](c2cc3ccc(OC)cc3n2C)N(S(=O)(=O)c2ccc(C)cc2)[C@H]1C(=O)OCC
89	?	/	Cc1ccc(-c2ocnc2C(=O)N2CCN(C(=O)c3cccs3)CC2)cc1
90	?	/	O=C(Nc1ccc(NC(=O)C2CCCCC2)nc1)c1ccco1

Entries by screen from the entries so far:
S3 lipid droplet, entries 78 to 84 → i, ?, ?, ?, 2%, -1%, -1%

Next section.
item	S3 lipid droplet	S3 lipid droplet cell count max	Structure
91	?	/	CC(=O)C1=C(O)CCC1=NCCc1ccccc1
92	?	/	CC(=O)c1c(C)[nH]c(C(=O)CN2CCN(S(=O)(=O)c3ccc(C(C)C)cc3)CC2)c1C
93	8%	14	CN(Cc1ccccc1)Cc1ccccc1F
94	?	/	Cc1nnc(NC(=O)C(C)Sc2nnc(CNC(=O)c3ccccc3F)n2C)s1 (stereo not given)
95	i	-13	C=CCOC(=O)C1=C(C)Nc2nnnn2C1c1cc(OC)ccc1OC (stereo not given)
96	?	/	Cc1cc(=O)oc2cc(OCC(=O)N3CC[C@@]4(O)CCCC[C@H]4C3)c(Cl)cc12
97	?	/	O=C(COC(=O)c1sc2ccccc2c1Cl)NC1CCCCC1
98	-4%	5	CC(C)Cc1cc(C(=O)Nc2cccnc2)no1
99	?	/	CCCC(=O)Nc1cc(C)c(NC(=O)c2ccncc2)cn1
100	1%	23	CSc1ncccc1C(=O)Nc1nnc(C2CC2)s1
101	?	/	COc1cc(/C=C/C(=O)OCC(=O)NC2CC2)cc(S(=O)(=O)N2CCc3ccccc32)c1OC
102	i	/	O=C(NCCCn1ccnc1)Nc1cccc(Cl)c1
103	?	/	COc1ccc(/C=C2\Oc3cc(OCC(=O)N4CC(O)C[C@H]4C(=O)O)ccc3C2=O)cc1OC (stereo not given in full)
104	?	/	O=C(Nc1cc(C(F)(F)F)ccc1-n1cncn1)c1ccc(-c2ccccc2)cc1
105	7%	-6	CCCCCCCCSc1n[nH]c(N)n1
106	-7%	-6	CN1C(=O)C(=O)/C(=C(/O)c2ccc(Br)cc2)C1c1ccccc1F (stereo not given)
107	?	/	O=C(CSc1nc(=O)n(CCN2CCOCC2)c2c1CCCC2)Nc1ccc(F)cc1F
108	3%	26	COc1cc(/C=N/Nc2ccc(S(N)(=O)=O)cc2)cc(OC)c1OC
109	23µM*	18*	CC(C(=O)N1CCc2ccccc21)N1CCN(c2ccccn2)CC1 (stereo not given)
110	-4%	1	CCc1cccc(NC(=S)N(CCN(C)C)C2CCN(C(C)C)CC2)c1
111	-2%	3	Clc1ccc(N2CCN(/N=C/c3ccncc3)CC2)cc1
112	0%	-7	O=S(=O)(Nc1ccc(-n2cnnn2)cc1)c1ccc(Cl)cc1
113	?	/	Cn1c(C(=O)N2CCCC(C(=O)O)C2)cc2sccc21 (stereo not given)
114	17%	-5	Cn1cc(Br)c(C(=O)NC2CCCCCC2)n1
115	?	/	Cc1ccc(C(=O)CSc2nnc(-c3c[nH]c4ccccc34)o2)cc1
116	-2%	-8	O=C(CSc1nnc(-c2ccco2)o1)N1CCCCC1
117	?	/	Cc1ccc(C(C)C)cc1OCC(=O)N/N=C/c1ccc2c(c1)OCCO2
118	?	/	CCOCC(=O)OCC(=O)NC12CC3CC(CC(C3)C1)C2

The list is partial, so the mix of outcomes need not match the whole.
